Screening results as filed in PubChem BioAssay.
MazEF act = increases E. coli MazEF RNase cleavage of RNA; actives 0.32% (n = 350,000); P0AE70; FAM/BHQ RNA-DNA oligo cleavage fluorescence, 5 h; activation, % at 20 µM; in the data active = activation above about 50%
Target sequence (P0AE70 whole entry, looked up): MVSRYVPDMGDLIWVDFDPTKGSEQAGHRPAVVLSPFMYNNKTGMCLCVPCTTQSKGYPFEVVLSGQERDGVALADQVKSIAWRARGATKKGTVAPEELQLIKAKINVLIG
Rv3671c inh = inhibitors of M. tuberculosis serine protease Rv3671c; AID 2606; actives 0.048% (n = 320,000); inhibition, % at 5.96 µM; in the data active = inhibition above about 38%;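 also: extracellular domain of Rv3671c used as enzyme; 0% = enzyme with DMSO and 100% = no enzyme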
Target sequence (P9WHR9 whole entry, looked up, the tested form may be a part): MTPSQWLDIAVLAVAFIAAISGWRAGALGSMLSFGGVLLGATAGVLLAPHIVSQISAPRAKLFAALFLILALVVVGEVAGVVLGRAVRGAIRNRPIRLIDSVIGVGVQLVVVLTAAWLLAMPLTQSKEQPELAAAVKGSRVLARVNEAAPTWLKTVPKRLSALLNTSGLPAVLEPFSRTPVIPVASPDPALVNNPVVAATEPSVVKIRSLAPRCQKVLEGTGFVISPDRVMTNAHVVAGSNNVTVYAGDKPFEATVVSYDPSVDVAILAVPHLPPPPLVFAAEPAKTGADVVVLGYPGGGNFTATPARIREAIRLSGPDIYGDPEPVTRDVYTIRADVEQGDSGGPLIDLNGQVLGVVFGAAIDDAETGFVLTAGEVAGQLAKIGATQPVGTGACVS
TcdB inh = blocks C. difficile toxin B glycohydrolase activity; TcdB glycohydrolase enzymatic assay, plate reader; actives 0.24% (n = 350,000); inhibition, % at 9.99 µM; in the data active = inhibition above about 10%
Vc quorum ag = induces V. cholerae light production without autoinducers. V. cholerae BH1578 lux reporter, luminescence, 6 h. activation, % at 18.7 µM. actives 0.16% (n = 350,000). AID 588436; in the data active = activation mostly above about 9.7%, no sharp cut-off; also: not every result past the cut was called active; inactives centre near 0; reference of the scale not given here
PriA SSB inh = blocks PriA binding to SSB C-terminal tail. inhibition, % at 33 µM. actives 0.6% (n = 430,000). AlphaScreen SSBct-PriA binding, biotinylated peptide; in the data active = inhibition mostly above about 37%, no sharp cut-off; inactive = mostly below about 20%;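 also: plate controls were negative control peptide for no effect and reference peptide for full effect; strong numbers were not always called active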
3CLpro inhibitor = SARS-CoV 3CLpro protease inhibition | P0C6X7 | recombinant SARS-CoV 3CLpro, quenched FRET peptide cleavage | inhibition, % at 6 µM | actives 0.14% (n = 290,000) | AID 1706; in the data active = inhibition above about 12%
PrPC surface inh = reduces human prion protein on the cell surface; AID 720596; cell surface PrPC, TR-FRET read-out; actives 0.43% (n = 370,000); inhibition, % at 13.8 µM; P04156; in the data active = inhibition above about 24%; also: 0% = median of the test wells and 100% = reference compound wells
VHR inh abs = DUSP3 (human) phosphatase inhibition. P51452. recombinant VHR phosphatase, pNPP absorbance. inhibition, % at 13.3 µM. AID 1654. actives 0.52% (n = 290,000); in the data active = inhibition above about 50%; also: some compounds called inactive have numbers as strong as hits
Target sequence (P51452 whole entry, looked up): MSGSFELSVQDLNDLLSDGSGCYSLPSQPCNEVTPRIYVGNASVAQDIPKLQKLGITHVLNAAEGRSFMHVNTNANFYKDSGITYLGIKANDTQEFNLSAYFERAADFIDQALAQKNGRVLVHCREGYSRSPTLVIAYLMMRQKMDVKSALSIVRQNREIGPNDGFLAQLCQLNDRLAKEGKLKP
Y pestis TopoI = blocks Yersinia pestis topoisomerase I activity; actives 0.064% (n = 360,000); AID 504884; activity, % at 10 µM; Y. pestis Topo-I cleavage product accumulation, plate reader; in the data active = activity above about 50%, passing the limit was not always enough; also: inactives centre near 2
CCHFV vOTU inh = blocks the CCHF virus ovarian tumor domain protease. actives 0.55% (n = 370,000). inhibition, % at 11.5 µM. CCHFV vOTU protease, Pep-AMC fluorescence; in the data active = inhibition above about 30%; also: 0% = vehicle wells with enzyme and 100% = no enzyme wells
An asterisk follows results filed as active; & = joins results of further samples. A portion of the library, so the mix of outcomes need not match the whole.

The opening 4 records as a preview:
Screening CC(C)n1nc(C(=O)NCCc2ccc(S(N)(=O)=O)cc2)c2ccccc2c1=O returned MazEF act 4, Rv3671c inh 12, Vc quorum ag 0.7, PriA SSB inh -3, 3CLpro inhibitor 0, PrPC surface inh 4, VHR inh abs 6, Y pestis TopoI -7 and CCHFV vOTU inh 20.
Screening O=c1cc(-c2ccco2)oc2ccc(Cl)cc12 returned MazEF act 9, Vc quorum ag inactive, PriA SSB inh -1, 3CLpro inhibitor -1, PrPC surface inh 5, VHR inh abs -10, Y pestis TopoI -4 and CCHFV vOTU inh -6.
Screening COC(=O)CN(c1ccccc1C)S(C)(=O)=O returned MazEF act 6, Rv3671c inh -8, Vc quorum ag -0.2, PriA SSB inh -13, 3CLpro inhibitor -3, PrPC surface inh -5, VHR inh abs 12, Y pestis TopoI 4 and CCHFV vOTU inh -7.
`CC(C)NC(=S)Nc1ccc2[nH]c(=O)[nH]c2c1` gave MazEF act 3, Rv3671c inh 1, TcdB inh 2.2, Vc quorum ag 0.5, PriA SSB inh -3, 3CLpro inhibitor 0, PrPC surface inh -4, VHR inh abs 17, Y pestis TopoI 4 and CCHFV vOTU inh -2.

The whole of this part (from the top)
Screening CC(C)n1nc(C(=O)NCCc2ccc(S(N)(=O)=O)cc2)c2ccccc2c1=O returned MazEF act 4, Rv3671c inh 12, Vc quorum ag 0.7, PriA SSB inh -3, 3CLpro inhibitor 0, PrPC surface inh 4, VHR inh abs 6, Y pestis TopoI -7 and CCHFV vOTU inh 20.
Screening O=c1cc(-c2ccco2)oc2ccc(Cl)cc12 returned MazEF act 9, Vc quorum ag inactive, PriA SSB inh -1, 3CLpro inhibitor -1, PrPC surface inh 5, VHR inh abs -10, Y pestis TopoI -4 and CCHFV vOTU inh -6.
Screening COC(=O)CN(c1ccccc1C)S(C)(=O)=O returned MazEF act 6, Rv3671c inh -8, Vc quorum ag -0.2, PriA SSB inh -13, 3CLpro inhibitor -3, PrPC surface inh -5, VHR inh abs 12, Y pestis TopoI 4 and CCHFV vOTU inh -7.
`CC(C)NC(=S)Nc1ccc2[nH]c(=O)[nH]c2c1` gave MazEF act 3, Rv3671c inh 1, TcdB inh 2.2, Vc quorum ag 0.5, PriA SSB inh -3, 3CLpro inhibitor 0, PrPC surface inh -4, VHR inh abs 17, Y pestis TopoI 4 and CCHFV vOTU inh -2.
CC(C)(C)c1ccc(/C=N/n2cnnc2)cc1 was read as MazEF act 3, Rv3671c inh 3, TcdB inh 0.0, Vc quorum ag 3.5, 3CLpro inhibitor 5, PrPC surface inh 1, VHR inh abs 14, Y pestis TopoI 3 and CCHFV vOTU inh 11.
`O=C(Cc1c(C(=O)O)[nH]c2ccccc12)NC1CCCC1` gave MazEF act 0, Rv3671c inh 1, TcdB inh 5.8, Vc quorum ag inactive, PriA SSB inh -6, 3CLpro inhibitor 3, PrPC surface inh -2, VHR inh abs 24, Y pestis TopoI -1 and CCHFV vOTU inh 3.
For COc1cccc(NC(=O)NCc2c(-c3ccccc3)noc2C)c1 the results were MazEF act 5, Rv3671c inh -2, TcdB inh 1.3, Vc quorum ag inactive, PriA SSB inh -15, 3CLpro inhibitor 1, PrPC surface inh 8, VHR inh abs 32, Y pestis TopoI 0 and CCHFV vOTU inh 4.
Screening NC(=Nc1ccc(Cl)cc1)c1ccccc1 returned MazEF act 6, Rv3671c inh -1, TcdB inh 0.3, Vc quorum ag 0.3, PriA SSB inh -8, 3CLpro inhibitor -3, PrPC surface inh 3, VHR inh abs 13, Y pestis TopoI 5 and CCHFV vOTU inh -34.
CCCC(=O)N1CCC1(C)C(=O)NS(=O)(=O)c1cccc(Cl)c1 (configuration not stated) was read as TcdB inh 0.1, Vc quorum ag inactive, PrPC surface inh 6, Y pestis TopoI 4 and CCHFV vOTU inh -5.
`N#Cc1cc(C(=O)Cc2ccccc2)c[nH]1` gave MazEF act 8, Rv3671c inh -1, TcdB inh 0.7, Vc quorum ag -4.1, PriA SSB inh -6, 3CLpro inhibitor 1, PrPC surface inh -2, VHR inh abs 10, Y pestis TopoI 4 and CCHFV vOTU inh -19.
C=CCNC(=O)c1ccc2nc(-c3ccccc3)c(-c3ccccc3)nc2c1 was read as MazEF act 5, Rv3671c inh -4, Vc quorum ag -3.7, PriA SSB inh -5, 3CLpro inhibitor 0, PrPC surface inh -6, VHR inh abs 35, Y pestis TopoI 14 and CCHFV vOTU inh -8.
For O=c1ccn(CCCBr)c(=O)[nH]1 the results were MazEF act 2, Rv3671c inh 8, TcdB inh 0.4, Vc quorum ag inactive, PriA SSB inh -2, 3CLpro inhibitor 1, PrPC surface inh -3, VHR inh abs 28, Y pestis TopoI 0 and CCHFV vOTU inh -10.
`NC(=O)c1nn(CC(=O)Nc2ccc3c(c2)OCO3)cc1[N+](=O)[O-]` gave MazEF act 9, Rv3671c inh -8, TcdB inh 0.5, Vc quorum ag -2.9, PriA SSB inh -2, 3CLpro inhibitor 1, PrPC surface inh -7, VHR inh abs 15, Y pestis TopoI -11 and CCHFV vOTU inh -2.
`O=C(CCc1nc2ccccc2c(=O)[nH]1)OCc1ccccc1F` gave MazEF act -4, Rv3671c inh 2, Vc quorum ag inactive, PriA SSB inh -13, 3CLpro inhibitor 0, PrPC surface inh -8, VHR inh abs -1, Y pestis TopoI 1 and CCHFV vOTU inh 7.
For NS(=O)(=O)c1ccc(NC(=O)C2COc3ccccc3O2)cc1 (configuration not stated) the results were MazEF act 6, Rv3671c inh 5, PriA SSB inh 5&-3, 3CLpro inhibitor 5, PrPC surface inh 4, VHR inh abs -29 and CCHFV vOTU inh -1.
For COc1cccc(C2NC(=O)NC(O)(C(F)(F)F)C2C(=O)c2cccnc2)c1OC (configuration not stated) the results were MazEF act -5, Rv3671c inh 8, Vc quorum ag inactive, PriA SSB inh -6, 3CLpro inhibitor -2, PrPC surface inh 0, VHR inh abs 15, Y pestis TopoI -9 and CCHFV vOTU inh -2.
CCc1nnc(NC(=O)C2Cc3ccccc3CN2S(=O)(=O)c2cccs2)s1 (configuration not stated) was read as MazEF act -5, Rv3671c inh -5, Vc quorum ag -0.7, PriA SSB inh -19, 3CLpro inhibitor 2, PrPC surface inh -3, VHR inh abs 5, Y pestis TopoI -5 and CCHFV vOTU inh 8.
COc1cccc(NC(=O)c2ccc(S(=O)(=O)N3CCCC3)cc2)c1 was read as MazEF act -3, Rv3671c inh 3, TcdB inh 0.3, Vc quorum ag -0.5, PriA SSB inh -2, 3CLpro inhibitor -2, PrPC surface inh 5, VHR inh abs 22, Y pestis TopoI 3 and CCHFV vOTU inh 5.
`CCCc1c(C(=O)N/N=C/c2ccco2)nnn1-c1nonc1N` gave MazEF act -2, Rv3671c inh -6, TcdB inh -1.6, Vc quorum ag inactive, 3CLpro inhibitor 2, PrPC surface inh -2, VHR inh abs 15, Y pestis TopoI -5 and CCHFV vOTU inh -6.
Screening CCn1nc(C)c(/C=N/NC(=O)c2ccc3c(c2)c(C)c(C)n3Cc2ccccc2)c1C returned MazEF act 2, Rv3671c inh -8, Vc quorum ag 0.4, PriA SSB inh inactive, 3CLpro inhibitor 5, PrPC surface inh 4, VHR inh abs 13, Y pestis TopoI -1 and CCHFV vOTU inh 10.
`CC(=O)c1ccc(NC(=O)CSc2ccc3nnc(-c4ccccn4)n3n2)cc1` gave MazEF act -6, Rv3671c inh -5, TcdB inh 0.5, Vc quorum ag -0.8, PriA SSB inh 24, 3CLpro inhibitor -4, PrPC surface inh -8, VHR inh abs 18, Y pestis TopoI -8 and CCHFV vOTU inh -14.
CC1=NN(c2ccccc2)C(=O)C1C(=O)c1ccc(Cl)cc1 (configuration not stated) was read as MazEF act -13, Rv3671c inh -7, Vc quorum ag inactive, PriA SSB inh -5, 3CLpro inhibitor 3, PrPC surface inh 10, VHR inh abs 14, Y pestis TopoI 0 and CCHFV vOTU inh 3.
CC(C)c1nc2sc3ccccc3c(=O)c2c(=O)n1Cc1ccccc1 was read as MazEF act 0, Rv3671c inh 0, TcdB inh 0.3, Vc quorum ag -0.6, PriA SSB inh -7, 3CLpro inhibitor -4, PrPC surface inh -2, VHR inh abs -5, Y pestis TopoI 6 and CCHFV vOTU inh 3.
`Cc1ccccc1C(=O)N1CCc2cc(-c3nc(NC(=O)Cc4ccc5c(c4)OCO5)sc3C)ccc21` gave MazEF act -9, Rv3671c inh -34, Vc quorum ag -0.5, PriA SSB inh -8, 3CLpro inhibitor 2, VHR inh abs -30 and Y pestis TopoI 15.
`Cc1ccc(C(=O)N/N=C2\CCSC2)cc1[N+](=O)[O-]` gave MazEF act 4, Rv3671c inh 7, TcdB inh -2.5, Vc quorum ag -0.3, 3CLpro inhibitor 6, PrPC surface inh 3, VHR inh abs -11, Y pestis TopoI -5 and CCHFV vOTU inh 9.
Cc1[nH]c2ccccc2c1C(=O)CN1CCC(C(N)=O)(N2CCCCC2)CC1 was read as MazEF act -1, Rv3671c inh 7, Vc quorum ag -0.7, PriA SSB inh 8, 3CLpro inhibitor -3, PrPC surface inh -6, VHR inh abs 2, Y pestis TopoI 2 and CCHFV vOTU inh 14.
For O=C(COc1ccc(Cl)cc1)NCCC1=CCCCC1 the results were MazEF act -6, Rv3671c inh 6, TcdB inh -0.8, Vc quorum ag 0.9, PriA SSB inh -24, 3CLpro inhibitor 6, PrPC surface inh 5, VHR inh abs 4, Y pestis TopoI 8 and CCHFV vOTU inh 5.
For CC(O)[C@H]1CNC(=O)C(=O)N1CCCCC1CCCCC1 (some centres not stated) the results were MazEF act 14, Rv3671c inh -8, TcdB inh 0.2, Vc quorum ag 0.0, PriA SSB inh 1, PrPC surface inh -6, VHR inh abs -1, Y pestis TopoI 4 and CCHFV vOTU inh -2.
Oc1ccc(-c2csc(NCc3ccco3)n2)cc1 was read as MazEF act 2, Rv3671c inh 6, Vc quorum ag inactive, PriA SSB inh 5, 3CLpro inhibitor -4, PrPC surface inh -3, VHR inh abs 8, Y pestis TopoI -14 and CCHFV vOTU inh -8.
O=C(/C=C/c1ccccc1)c1ccoc1 was read as MazEF act 5, Rv3671c inh 6, Vc quorum ag 0.6, PriA SSB inh -7, 3CLpro inhibitor 0, PrPC surface inh -2, VHR inh abs 4, Y pestis TopoI -7 and CCHFV vOTU inh 3.
`COc1ccc2[nH]c3c(c2c1)CCN1C(=O)N([C@@H](C)C(=O)NCc2ccco2)C(=O)[C@]31C` gave MazEF act -3, Rv3671c inh -5, TcdB inh 0.7, Vc quorum ag -0.4, PriA SSB inh 2, 3CLpro inhibitor -1, PrPC surface inh -3, VHR inh abs 17, Y pestis TopoI -3 and CCHFV vOTU inh -7.
`C/C(=N\NC(=S)NC(C)C)c1ccccc1` gave MazEF act 7, Rv3671c inh 0, TcdB inh 1.4, Vc quorum ag -0.5, 3CLpro inhibitor -2, PrPC surface inh 0, VHR inh abs -4, Y pestis TopoI 11 and CCHFV vOTU inh -8.
CNC(=S)NNC(=O)COc1ccccc1C was read as MazEF act -20, Rv3671c inh 3, TcdB inh 1.1, Vc quorum ag inactive, PriA SSB inh -8, 3CLpro inhibitor 1, PrPC surface inh 4, VHR inh abs 0, Y pestis TopoI 1 and CCHFV vOTU inh 1.
`O=C1NC(=S)NC1=Cc1ccc(Cl)cc1Cl` gave MazEF act -2, TcdB inh 0.6, Vc quorum ag -5.6, PriA SSB inh 5, PrPC surface inh -7, Y pestis TopoI 4 and CCHFV vOTU inh 21.
`Cc1cccc(NC(=O)C2CCCN(S(=O)(=O)c3cccs3)C2)c1C` (configuration not stated) gave MazEF act 2, Rv3671c inh 4, TcdB inh -0.3, Vc quorum ag inactive, PriA SSB inh -9, 3CLpro inhibitor 1, PrPC surface inh 7, VHR inh abs 26, Y pestis TopoI -13 and CCHFV vOTU inh 2.
`Cc1ccc(C(=O)O/N=C(\N)Cc2cccs2)cc1[N+](=O)[O-]` gave MazEF act 0, Rv3671c inh 3, TcdB inh -0.1, Vc quorum ag -1.5, PriA SSB inh inactive, 3CLpro inhibitor 1, PrPC surface inh 1, VHR inh abs -3, Y pestis TopoI 6 and CCHFV vOTU inh 5.
